MPTP inh = mitochondrial permeability transition pore inhibitors, primary screen, biochemical, isolated mouse mitochondria, absorbance; Ca2+ swelling absorbance, 30 min; inhibition, % at 10 µM; actives 1.4% (n = 360,000);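 active means inhibition of 50% or more, scaled per plate between neutral and stimulator controls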;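 further: 0% = DMSO wells given calcium and 100% = 1 mM EGTA wells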
NR3A LBD binder = binders of NR3A ligand-binding domain, primary screen, biophysical, differential scanning fluorimetry, uHTS; NR3A LBD differential scanning fluorimetry, Tm shift; 0% = protein alone, 100% = glycine-bound protein; Tm shift relative to glycine control, % at 25 µM; actives 2.5% (n = 340,000);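 active means melting temperature shift of at least 10% of the positive control shift, at one fixed dose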
Gli-Sufu block = Gli-Sufu pathway antagonists, primary screen, luciferase luminescence, Sufu-KO-LIGHT cells, uHTS | Sufu-KO-LIGHT fibroblasts, Gli luciferase reporter luminescence | inhibition, % at 5 µM | actives 0.74% (n = 340,000) | AID 588413, 2011;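 active means inhibition above about 55%, limit read from the data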;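 further: 0% = DMSO-treated cells and 100% = wells with medium but no cells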
EBI2 block = EBI2 receptor antagonists, beta-arrestin recruitment, primary screen, cell-based, luminescence, 7a,25-OHC stimulation, uHTS. 7a,25-OHC stimulated. inhibition, % at 5 µM. actives 0.81% (n = 360,000); in the data active means inhibition above about 38%;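 further: enzyme fragment complementation signal reports receptor beta-arrestin coupling in cells; 0% = agonist plus DMSO wells and 100% = wells without agonist; some results beyond the cut were filed as inactive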
Target sequence (P32249 whole entry, looked up, the tested form may be a part): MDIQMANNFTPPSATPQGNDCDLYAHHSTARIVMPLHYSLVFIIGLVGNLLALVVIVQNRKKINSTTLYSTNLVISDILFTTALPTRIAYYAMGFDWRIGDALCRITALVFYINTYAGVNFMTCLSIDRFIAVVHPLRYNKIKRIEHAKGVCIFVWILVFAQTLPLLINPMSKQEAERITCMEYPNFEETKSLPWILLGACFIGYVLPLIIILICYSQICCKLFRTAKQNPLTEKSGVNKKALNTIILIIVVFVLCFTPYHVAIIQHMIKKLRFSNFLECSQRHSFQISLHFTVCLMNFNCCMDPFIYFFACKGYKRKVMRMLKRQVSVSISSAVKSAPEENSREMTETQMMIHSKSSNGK
A3G deaminase = APOBEC3G DNA deaminase inhibitors, primary screen, biochemical, fluorescence, single-stranded DNA substrate, uHTS; recombinant A3G, ssDNA deamination FAM/TAMRA fluorescence; actives 0.28% (n = 330,000); inhibition, % at 20 µM;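 active means inhibition of at least 40% at 20 µM, with no more than 30% in the related APOBEC3A deaminase screen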;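 further: plate controls were DMSO wells with A3G for no effect and wells lacking A3G enzyme for full effect; some compounds called inactive have numbers as strong as hits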
A3A deaminase = APOBEC3A ssDNA deaminase inhibitors, primary screen, selectivity assay for APOBEC3G inhibitor project, biochemical, FAM/TAMRA oligo cleavage fluorescence. recombinant A3A, FAM/TAMRA ssDNA deamination fluorescence. AID 493011, 2011. actives 0.41% (n = 330,000). DNA dC->dU-editing enzyme APOBEC-3A (Homo sapiens), P31941. inhibition, % at 20 µM;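 active means at least 40% inhibition at 20 µM here, with at most 30% in a related deaminase screen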;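 further: plate controls were A3A with DMSO for no effect and wells lacking A3A enzyme for full effect; some results filed as inactive read as strong as hits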
Target sequence (P31941 whole entry, looked up): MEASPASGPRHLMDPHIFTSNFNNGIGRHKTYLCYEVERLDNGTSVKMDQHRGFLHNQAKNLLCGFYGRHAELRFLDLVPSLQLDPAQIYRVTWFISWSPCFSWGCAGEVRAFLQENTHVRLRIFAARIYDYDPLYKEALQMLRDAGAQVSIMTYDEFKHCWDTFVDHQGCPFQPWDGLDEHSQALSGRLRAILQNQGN
CCR6 antag = CCR6 receptor antagonists, primary screen, cell-based, CHO-K1, luminescence, beta-arrestin, uHTS; C-C chemokine receptor type 6 (Homo sapiens), P51684; CHO-K1 CCR6 PathHunter beta-arrestin, CCL20-stimulated; inhibition, % at 20 µM; actives 0.49% (n = 340,000); AID 493098, 2011;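 active means compounds whose inhibition of the agonist-driven luminescence signal at 20 µM reaches about 50%, limit read from the data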;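 further: cells stimulated with CCL20 at 14 nM final; plate controls were DMSO with CCL20 for no effect and DMSO without agonist for full effect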
CXCR6 block = CXCR6 receptor inhibitors, primary screen, cell-based, beta-arrestin, luminescence, CHO-K1 PathHunter, 1536-well | inhibition, % at 20 µM | actives 0.36% (n = 360,000) | C-X-C chemokine receptor type 6 (Homo sapiens), O00574 | AID 602244, 2012; in the data active means inhibition above about 34%, passing the limit was not always enough;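 further: antagonist mode with CXCL16 agonist at 10 nM final; 0% = 10 nM CXCL16 with DMSO and 100% = unstimulated wells without agonist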
Target sequence (O00574 whole entry, looked up): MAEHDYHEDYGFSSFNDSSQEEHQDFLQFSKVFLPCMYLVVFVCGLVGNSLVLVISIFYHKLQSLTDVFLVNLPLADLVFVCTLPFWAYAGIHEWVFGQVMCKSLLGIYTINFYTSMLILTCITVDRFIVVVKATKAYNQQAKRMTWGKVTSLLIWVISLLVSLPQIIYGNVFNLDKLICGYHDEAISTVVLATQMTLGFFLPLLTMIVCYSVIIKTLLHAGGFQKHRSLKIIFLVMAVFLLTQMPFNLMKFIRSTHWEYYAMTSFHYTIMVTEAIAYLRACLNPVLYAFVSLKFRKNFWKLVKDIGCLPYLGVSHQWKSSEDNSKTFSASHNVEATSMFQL
Numbers without * were called inactive; · = not tested or not shown.

The line under a structure holds: MPTP inh, NR3A LBD binder, Gli-Sufu block, EBI2 block, A3G deaminase, A3A deaminase, CCR6 antag, CXCR6 block
- COc1ccc(-c2cc(C(F)(F)F)nc(SCC(=O)NCc3cccs3)n2)cc1
 : -1.1, -15, -3, 9, -5, -1, 19, 15
- NNC(=O)c1sc(-c2ccccc2)cc1N
 : -0.4, 0, -16, 22, -5, -2, 6, -18
- CCN1CCN(S(=O)(=O)c2ccc(Oc3ccccc3OC)cc2)CC1
 : 0.3, -1, 23, 1, -7, -6, 3, -5
- CCCCNC(=O)C1CCN(C(=O)C2CCN(S(=O)(=O)c3ccc(C)cc3)CC2)CC1
 : -0.3, -1, 4, 0, -9, -5, 1, -2
- CC(C)Cc1[nH]c(=O)c(C#N)c2c1CCCC2
 : -0.2, 1, -8, 12, -9, -4, -6, -1
- C[C@@H]1NC(=O)/C(=C\c2ccccc2Br)NC1=O
 : -0.5, -2, 10, -2, -6, -3, 4, 8
- Cc1ccc(OCCn2cnc3cc([N+](=O)[O-])ccc3c2=O)cc1
 : -0.1, -3, 5, 2, -6, 2, -3, -11
- CC(=O)NCCNC(=O)c1ccc(CSc2ccc(Cl)cc2)cc1
 : -0.4, -7, -56, -3, 3, 4, 5, 2
- CC(C(=O)Nc1ccc2c(c1)OCCO2)N(C)Cc1c(F)cccc1Cl (centres undefined)
 : 3.7, 2, -1, 2, -5, -1, 5, 2
- CCOC(=O)C1(Cc2ccccc2C(F)(F)F)CCN(C2CCCC2)CC1
 : 0.1, 1, 33, 2, -9, -2, 18, 11
- CC(C)c1ccc(NC(=O)c2ccc3c(c2)CCN3S(C)(=O)=O)cc1
 : 0.4, -2, -1, 3, -7, 1, 9, -2
- CC(C)n1c(O)c(/C=C2\C=NN=C2c2ccccc2)sc1=S
 : 19, 11*, -7, 0, -3, -5, 21, -1
- CC(=O)Nc1ccc(NC(=O)c2cccc3c2-c2ccccc2C3=O)cc1
 : -3.1, 0, -18, 4, 0, 1, -3, 5
- COc1ccc(CCNC(=O)c2cc(=O)n(C)c(=O)n2C)cc1OC
 : -3.5, 2, -2, -5, 0, 2, -1, 8
- CCN(CC)c1ccc2c(c1)OC(N)=C(C#N)C2c1cccnc1 (centres undefined)
 : 0.0, -3, 62*, -15, 1, 5, 13, -2

Compound profiles, from the list above. Order of screens: MPTP inh, NR3A LBD binder, Gli-Sufu block, EBI2 block, A3G deaminase, A3A deaminase, CCR6 antag, CXCR6 block
CC(C)c1ccc(NC(=O)c2ccc3c(c2)CCN3S(C)(=O)=O)cc1 in the list: 0.4, -2, -1, 3, -7, 1, 9, -2
C[C@@H]1NC(=O)/C(=C\c2ccccc2Br)NC1=O in the list: -0.5, -2, 10, -2, -6, -3, 4, 8
CCCCNC(=O)C1CCN(C(=O)C2CCN(S(=O)(=O)c3ccc(C)cc3)CC2)CC1 in the list: -0.3, -1, 4, 0, -9, -5, 1, -2
CCN1CCN(S(=O)(=O)c2ccc(Oc3ccccc3OC)cc2)CC1 in the list: 0.3, -1, 23, 1, -7, -6, 3, -5

(listing goes on)
The line under a structure holds: MPTP inh, NR3A LBD binder, Gli-Sufu block, EBI2 block, A3G deaminase, A3A deaminase, CCR6 antag, CXCR6 block
- Cc1ccc(NC(=O)NCCCN2CCOCC2)cc1
 : 0.1, 0, 3, 3, -2, 4, 3, 4
- COc1ccc(Cl)cc1NC(=O)Nc1cnccn1
 : -2.4, -1, 10, 3, -5, -1, 0, -4
- Cc1ccc2oc(=O)c3cnn(CC(=O)N(CCN(C)C)Cc4ccco4)c3c2c1
 : -0.1, -1, -1, 31, -4, -2, -7, 3
- Cc1ccccc1N1C(=S)NC2c3ccccc3OC1(C)C2C(=O)N(C)C (centres undefined)
 : 0.2, 0, 0, 1, 1, 0, 7, -4
- Cc1nc(NC(=O)c2c(-c3ccccc3Cl)noc2C)sc1C
 : -1.2, 1, -16, -6, -5, -1, 0, -8
- O=[N+]([O-])c1ccc(C(=S)N2CCCC2)cc1
 : -2.9, 2, -25, -7, -1, -2, 14, 6
- CCOC(=O)C1=C(C)OC(N)=C(C#N)C1c1cc(F)ccc1F (centres undefined)
 : 0.1, 0, 0, -5, -6, -2, 8, -2
- CC(=O)c1cccc(NC(=O)CC2S/C(=N/N=C3CCCCCC3)NC2=O)c1 (centres undefined)
 : 0.7, -4, -13, 0, -1, 1, 20, -6
- Cc1cc(C)cc(-n2c(C)c3c(C)nnc(C)c3c2C)c1
 : 3.1, -4, 36, 5, -3, -3, -4, 4
- CCN(CC)c1nc(C)nc2c1cnn2CCc1ccccc1
 : -0.1, -2, 5, 7, -3, 2, 11, 0
- CCN(CC(=O)NCc1cccs1)C(=O)c1ccc(-c2ccccc2F)o1
 : -1.9, 0, -3, 6, -4, 10, 6, -8
- Cc1cc(Br)ccc1NC(=O)CN(C)C(=O)C1CCN(C(=O)c2ccc(F)cc2)CC1
 : -2.9, 0, -2, 1, -6, -1, 11, 1
- O=S(=O)(Nc1ccc(NS(=O)(=O)c2ccccc2)c(Cl)c1)c1ccccc1
 : -1.7, -20, -7, -3, ·, ·, 5, -2
- CCOC(=O)c1cc(C)sc1NC(=O)CCC(=O)O
 : -1.0, -3, 4, -9, 3, -1, 0, 0
- COc1ccc(NC(=O)C2CCCN(C(=O)Nc3ccc(OC)cc3)C2)cc1 (centres undefined)
 : 0.9, 0, -7, 18, -4, -5, 11, -1
- N=C(N)SCc1ccc(Cl)c2ccccc12
 : 4.7, -1, -13, -3, ·, ·, 14, 22
- Cc1ccc(C(=O)N(CC(=O)Nc2sc(C)c(C)c2C(N)=O)C2CCCC2)cc1
 : -0.9, -1, -9, -7, -9, -5, -5, 4
- CC(C)C(=O)N1CCN(c2ccccc2NC(=O)c2cccc3ccccc23)CC1
 : 0.2, -1, -9, 11, 5, -4, 13, -1
- O=C1C=C(NCc2ccc(Cl)cc2)CC(c2ccco2)C1 (centres undefined)
 : -0.9, 0, 8, 8, 2, 6, 10, 10
- CCOc1ccc(NC(=S)NCc2ccc3c(c2)OCO3)cc1
 : 1.4, 4, 0, 0, -3, 0, 4, 5
- Cc1ccc(S(=O)(=O)N2CCC(N3CCC(C)CC3)CC2)cc1
 : -0.3, -2, 22, 0, -2, -7, -14, 5
- CCn1c(COc2ccc(C)cc2)nnc1SCC(=O)Nc1ccc(S(N)(=O)=O)cc1
 : 2.7, 0, 0, -3, -1, -2, 0, -8
- O=C(CSc1nnc(COc2ccc(F)cc2)o1)N1CCCCC1
 : -0.6, 0, 4, -3, -9, -1, 1, 5
- COCCOc1cc2ncnc(N3CCC(C(=O)O)CC3)c2cc1OCCOC
 : 0.7, 0, 3, -5, 3, 5, 2, 1
- N#Cc1c(NC(=O)CSc2ncnc3sccc23)oc(-c2ccco2)c1-c1ccco1
 : -0.2, -10, 2, -8, 16, 27, -3, 0
- Cc1ccc(CC(=O)N2CCN(C(=O)C3CCCO3)CC2)cc1 (centres undefined)
 : -1.0, 1, -4, 1, -8, -2, 2, 1
- Cc1ccc(-c2nc(CN(C)C(C3CC3)C3CC3)c(C)o2)cc1
 : -1.3, -2, 20, -1, -5, -2, 0, -1
- O=C(Cc1cccc(NC(=O)C2CCN(C(=O)c3ccccc3)CC2)c1)Nc1cccc(C(=O)N2CCCC2)c1
 : 1.5, -2, -3, -3, -1, 1, 11, -19
- CN1CCN(C(=O)c2cc3sccc3n2CC(=O)c2ccccc2)CC1
 : -0.6, -2, 3, -2, -6, -1, -9, 24
- COc1ccccc1Oc1c(C)oc2cc(OC(=O)c3ccco3)ccc2c1=O
 : 3.9, -1, -1, -14, 2, 2, 1, -2
- CN(CC(=O)Nc1ccccc1Cl)C(=O)COC(=O)CSc1ccc(Cl)cc1
 : 1.1, 1, -6, -12, -8, -4, 5, 5
- O=C(NCC1CCCO1)c1onc(CSc2ccc(F)cc2)c1C(=O)O (centres undefined)
 : -0.5, 1, -1, -19, -5, 0, 4, 2
- COC(=O)c1cccc(NC(=O)CCc2ccccc2)c1
 : 0.0, -2, -16, -6, -12, 3, 9, 2
- O=C(COc1ccc(Cl)cc1Cl)NCCSc1ccc(Cl)cc1
 : 5.8, -5, 6, 14, -6, -1, 4, -4
- CCN(c1nc(N)c(C(=O)N=C(N)N)nc1Cl)C(C)C
 : 0.6, -2, 4, 3, -5, 0, 7, 2
- CC(C)C(=O)Nc1ccc2nn(-c3ccc(F)cc3)nc2c1
 : 0.2, -3, -86, -4, -3, -3, 15, -9
- CN(C)c1ccc(C(CNC(=O)c2ccc(F)cc2)c2c[nH]c3ccccc23)cc1 (centres undefined)
 : 1.0, 5, 38, 10, -3, -2, 17, 10
- O=C(OCc1nc2ccsc2c(=O)[nH]1)c1ccccc1
 : -0.9, -1, -6, -2, -11, 56*, -10, -2
- O=C(CSCC(=O)N1CCN(c2ccccc2)CC1)Nc1nc(-c2ccc(Cl)s2)cs1
 : 0.9, 0, -7, 10, 7, 4, 23, -2
- CCOC(=O)Cc1csc(NC(NC(=O)CC)(C(F)(F)F)C(F)(F)F)n1
 : 0.7, -3, 4, -14, 1, 0, 1, 7
- CCOC(=O)C(C)NC(=O)C(NC(=O)C1CCC(CC)CC1)C(C)C (centres undefined)
 : -1.1, 1, 1, 4, -4, 0, -17, 0
- COc1ccccc1N(CC(O)COc1ccccc1)S(=O)(=O)c1ccccc1 (centres undefined)
 : 0.5, 2, -19, -4, -6, -3, 11, 3
- Cc1ccc(-c2nnc(SCC(=O)NC3CC3)n2N)cc1
 : 0.4, 0, -3, -1, 19, -8, 8, -10
- O=C(C1COc2ccccc2O1)N1CCN(Cc2ccc3c(c2)OCO3)CC1 (centres undefined)
 : -0.9, -1, 3, 6, -4, 3, -4, 2
- CC(=O)c1c(C)[nH]c(C(=O)Nc2ccc(C)c(S(=O)(=O)N(C)C)c2)c1C
 : 3.2, -2, -92, 0, ·, ·, 4, -5
- CN1CCN(/N=C/c2ccc(N(C)c3ccccc3)cc2)CC1
 : 0.2, 0, 3, -9, -5, -6, 8, 0
- CCN(CC)S(=O)(=O)c1ccc2oc(SCc3ccc(F)cc3)nc2c1
 : -0.1, -1, 4, 21, -1, 1, -1, 6
- O=S(=O)(c1ccc(F)cc1)c1nc(-c2ccco2)oc1Nc1ccc(F)cc1
 : 5.3, -2, -8, 26, 1, 0, 34, -8
- COc1cc(OC)cc(C(=O)Nn2cnnc2)c1
 : 1.8, 5, 0, -2, 2, 2, 4, -5
- Cc1cc(OCCCn2ccnc2)ccc1[N+](=O)[O-]
 : -0.1, 2, -9, 15, -2, 0, -5, 3

Bioassay records as filed in PubChem.
